Bioassay records deposited in PubChem BioAssay by several laboratories.
CatB mix inh: cathepsin B inhibitors from pooled compounds, primary screen, biochemical, compound mixtures, AMC fluorescence | Purified cathepsin B, AMC dipeptide fluorescence | AID 488, 2006 | 62,000 compounds, 0.06% hits | inhibition, %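 (ten-compound pools at 5 µM per compound and 50 µM total)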 | P07858; in the data active = inhibition above about 22%, passing the limit was not always enough;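 also: 0% = enzyme without compound and 100% = no enzyme blank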
ROCK2 blocker: inhibitors of human ROCK2 kinase, primary screen, biochemical, high-throughput, luminescence | Rho-associated protein kinase 2 (Homo sapiens), O75116 | purified ROCK2, Kinase-Glo ATP depletion luminescence | inhibition, % at 6 µM | 60,000 compounds, 0.35% hits | AID 604, 2007;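 active = inhibition above the screen-wide mean inhibition plus 3 SD, cut at about 18% in these data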;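 also: plate controls were DMSO wells for no effect and Y-27632 control wells after no-enzyme background subtraction for full effect; many of its hits are not listed in these tables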
CatB inh: human cathepsin B inhibitors, primary screen, biochemical, fluorogenic substrate. inhibition, %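 (tested at 10 µM)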. 63,000 compounds, 0.1% hits. purified cathepsin B, fluorescence. AID 453, 2006. P07858; in the data active = inhibition above about 21%;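 also: 0% = enzyme with no compound and 100% = no enzyme blank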
PKA inh: inhibitors of human PKA kinase activity, primary screen, biochemical, ATP-depletion luminescence, Kemptide substrate; 65,000 compounds, 0.1% hits; AID 524, 2006; inhibition, % at 6 µM; PKA Kemptide phosphorylation, Kinase-Glo ATP luminescence;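 active = inhibition above the screen-wide mean inhibition plus 3 SD, cut at about 21% in these data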; also: many of its hits are not listed in these tables
JNK3 inh: JNK3 kinase activity inhibitors, primary screen, biochemical, human, purified enzyme | inhibition, % at 8 µM | 60,000 compounds, 0.61% hits | AID 746, 2007 | HTS | Mitogen-activated protein kinase 10 (Homo sapiens), P53779; in the data active = inhibition above about 17%;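 also: 0% = DMSO and 100% = reference inhibitor; many of its hits are not listed in these tables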
Target sequence (P53779 whole entry, looked up): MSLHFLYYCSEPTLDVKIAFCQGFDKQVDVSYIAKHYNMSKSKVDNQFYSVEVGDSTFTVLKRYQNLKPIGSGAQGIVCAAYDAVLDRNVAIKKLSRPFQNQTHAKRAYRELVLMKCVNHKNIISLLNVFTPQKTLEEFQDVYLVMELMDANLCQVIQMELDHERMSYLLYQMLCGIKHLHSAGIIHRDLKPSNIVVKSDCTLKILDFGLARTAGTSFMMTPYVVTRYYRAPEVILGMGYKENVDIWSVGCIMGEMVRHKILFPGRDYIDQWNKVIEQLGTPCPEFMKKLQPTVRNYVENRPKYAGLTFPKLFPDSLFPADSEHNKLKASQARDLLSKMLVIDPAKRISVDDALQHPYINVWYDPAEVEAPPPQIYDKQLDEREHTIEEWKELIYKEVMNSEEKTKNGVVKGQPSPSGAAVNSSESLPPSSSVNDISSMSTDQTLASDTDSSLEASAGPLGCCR
AP ELISA ortho: alternative complement pathway inhibitors, primary screen, biochemical, ELISA, human serum, orthogonally pooled compounds; LPS-coated ELISA, C3 deposition; tested in compound mixtures; inhibition, % at 5 µM; 62,000 compounds, 0.08% hits; AID 1235, 2008;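 active = inhibition above 30% in each of the two pooled mixtures holding the compound, so the lower value exceeds 30%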;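 also: 0% = serum in Mg-EGTA without compound and 100% = EDTA serum blank; some compounds past the cut are filed as inactive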
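Assay system: Human serum alternative complement pathway, C3 deposition on LPS-coated wells | Incubation: 1 h serum-compound exposure at 37 °C | Doses: 5 µM per compound in ten-compound mixtures | Read-out: Percent inhibition | Technique: ELISA with HRP anti-human C3 antibody, TMB substrate, absorbance 450 nm | Replication: Two pool placements per compound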
CatS block: inhibitors of human cathepsin S, biochemical, compound mixtures | P25774 | recombinant cathepsin S, AMC dipeptide fluorescence, pooled mixtures | inhibition, %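 (tested at 5 µM per compound within 10-compound mixtures)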 | 62,000 compounds, 0.06% hits; in the data active = inhibition above about 32%, passing the limit was not always enough;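 also: 0% = enzyme without compound and 100% = blank without enzyme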
E coli RNAP: E. coli RNAP inhibitors, biochemical; DNA-directed RNA polymerase subunit beta (Escherichia coli (strain K12)), P0A8V2; E. coli RNA polymerase, fluorescence transcription assay; inhibition, %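 (tested at 10 µM)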; 62,000 compounds, 0.2% hits; in the data active = inhibition above about 20%;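 also: 0% = enzyme without compound and 100% = no enzyme blank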
RORA act: activators of orphan receptor RORA, primary screen, cell-based, luminescence | Nuclear receptor ROR-alpha (Homo sapiens), P35398 | CHO-K1 Gal4-RORA LBD luciferase reporter; percent increase over mock-subtracted basal signal | activation, % at 10 µM | 65,000 compounds, 1.5% hits | AID 560, 2006;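 active = activation above the mean of all tested compounds plus 3 SD, cut at about 49% in these data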;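 also: 0% = DMSO-treated RORA cells and 100% = added signal equal to DMSO minus mock-transfected cells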
Target sequence (P35398 whole entry, looked up, the tested form may be a part): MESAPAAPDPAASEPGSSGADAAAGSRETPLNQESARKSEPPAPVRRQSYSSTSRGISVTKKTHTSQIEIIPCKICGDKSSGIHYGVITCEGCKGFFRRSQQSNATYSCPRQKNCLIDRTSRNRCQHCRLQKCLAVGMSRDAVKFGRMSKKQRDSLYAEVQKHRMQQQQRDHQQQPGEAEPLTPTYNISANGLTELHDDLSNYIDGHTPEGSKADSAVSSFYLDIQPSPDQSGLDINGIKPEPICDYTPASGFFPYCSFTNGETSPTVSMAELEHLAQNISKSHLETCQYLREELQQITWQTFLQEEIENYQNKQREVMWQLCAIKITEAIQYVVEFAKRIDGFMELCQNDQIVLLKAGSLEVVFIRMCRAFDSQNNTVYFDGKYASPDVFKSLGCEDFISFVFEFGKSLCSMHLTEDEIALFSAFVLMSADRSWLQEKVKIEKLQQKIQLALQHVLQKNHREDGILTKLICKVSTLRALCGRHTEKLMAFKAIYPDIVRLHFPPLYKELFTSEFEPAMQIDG
* marks the source's active call; other numbers are inactive results; nt = not tested or not shown.

SMILES | CatB mix inh | ROCK2 blocker | CatB inh | PKA inh | JNK3 inh | AP ELISA ortho | CatS block | E coli RNAP | RORA act
CC(C)OC(=O)CSc1nnc(-c2ccc(C(C)(C)C)cc2)n1N | 2.2 | -1.9 | 3.2 | -1.2 | -0.9 | 2.5 | 8.6 | 6.3 | 13.6
CC(C)NC(=O)c1ccc2c(c1)nnn2C | 1.6 | nt | 2.5 | 9.9 | nt | 12.5 | -7.8 | 2.1 | -18.0
Cc1cnc(NC(=O)CSc2nnc(-c3cccs3)n2C)s1 | -2.5 | 2.4 | 1.2 | 8.1 | -7.3 | -9.4 | 1.4 | 11.9 | 3.7
Cc1cccc(OCc2nnc(SCC(=O)N3CCc4ccccc43)n2C)c1 | -0.6 | -4.2 | 0.1 | -5.6 | 3.4 | 14.3 | 15.4 | 4.0 | -8.2
COc1ccccc1NC(=O)C1=C(C)Nc2nnnn2C1c1ccccc1OC (stereo not given) | 4.5 | 8.4 | 8.1 | 8.1 | 6.2 | 14.3 | -2.8 | 1.6 | -35.8
CC1CC(C)CN(c2oc(-c3ccco3)nc2C#N)C1 (stereo not given) | -0.5 | -1.1 | 2.7 | -3.2 | 1.8 | 8.2 | 1.0 | 6.2 | 13.0
Cc1ccc2c(c1C)NC(=O)C2(O)CC(=O)c1ccc2c(c1)OCO2 (stereo not given) | -10.0 | -1.4 | 1.1 | -5.8 | -8.1 | -5.2 | 2.7 | 12.5 | -2.0
CCN1CCN(CC(O)COc2cccc(OC)c2)CC1 (stereo not given) | -0.3 | 0.9 | -1.4 | -3.5 | 0.8 | 11.4 | 9.6 | 0.3 | 13.1
Cc1cc(N2CCC(C(=O)NC3CC3)CC2)nc(-c2ccccc2)n1 | 5.3 | 2.4 | 0.7 | 1.7 | 3.8 | 15.8 | 3.2 | 2.6 | -15.6
CCSc1nc(N)c2c3c(sc2n1)CCC3 | nt | 9.8 | -1.0 | 7.5 | 11.5 | nt | nt | 5.9 | 6.2
Cc1ccccc1Cn1c(CN2CCN(c3ccc(F)cc3)CC2)nc2c1c(=O)n(C)c(=O)n2C | 5.1 | -1.0 | 0.6 | 4.5 | -2.2 | 13.3 | 1.9 | 7.0 | 2.2
CCOC(=O)N1CCN(C(=O)Cc2ccsc2)CC1 | 2.7 | -0.9 | 9.0 | 8.1 | -3.4 | -0.2 | 15.3 | 7.8 | -20.8
CCn1c(N)c(C(=O)NCc2cccnc2)sc1=S | -3.2 | 6.5 | 16.1 | 8.6 | -4.4 | 0.7 | 2.1 | 5.5 | 30.7
COCCSc1nc2sc3c(c2c(=O)n1-c1ccccc1)CCN(C)C3 | 3.5 | nt | 2.4 | -2.0 | nt | 16.7 | -2.8 | 6.8 | -4.8
COCCNC(=O)CN(c1ccccc1OC)S(C)(=O)=O | 2.9 | 4.1 | -3.9 | 9.9 | 3.6 | 4.1 | -2.0 | 1.7 | -3.4
COc1ccccc1C1C(C(=O)c2sc(C)nc2C)=C(O)C(=O)N1CCN1CCOCC1 (stereo not given) | -0.3 | 4.4 | 0.9 | -2.2 | 4.4 | 9.6 | 15.5 | 4.9 | -16.1
O=S(=O)(NCc1ccc2c(c1)OCO2)c1cnc[nH]1 | 1.6 | -4.3 | -1.1 | -2.0 | -4.5 | 6.0 | -4.5 | 4.3 | 10.3
C[C@@H]1C[C@H]2[C@@H]3CCC4=CC(=O)C=C[C@]4(C)[C@@]3(F)[C@@H](O)C[C@]2(C)[C@@]1(O)C(=O)COP(=O)(O)O | 1.4 | -11.8 | -1.1 | -12.6 | 4.6 | 11.1 | -4.9 | 5.0 | -15.6
CC(=O)Nc1ccc(Nc2ncnc3c2cnn3-c2cccc(C)c2)cc1 | -5.5 | 6.1 | -1.6 | 8.9 | 9.8 | 12.6 | -3.0 | 3.6 | 65.7*
NC(=O)CSCc1c(Cl)cccc1Cl | 0.1 | -3.9 | -1.6 | -6.0 | -4.9 | 13.7 | 15.4 | 5.8 | -2.1
Cc1cc(C)c(S(=O)(=O)N2CCN(C)CC2)c(C)c1 | 0.3 | 7.0 | nt | 10.2 | 6.5 | 0.5 | -6.5 | 2.6 | -21.4
Cn1nc(C(=O)Nc2cccnc2)c2ccccc2c1=O | 0.0 | 9.4 | -1.8 | 7.0 | 3.0 | 12.1 | -8.8 | 2.7 | -20.2
COCCCNC(=O)c1ccc(CS(=O)(=O)c2ccc(OC)cc2)o1 | 2.2 | -0.3 | 0.3 | 2.5 | 6.8 | 0.1 | 6.2 | 5.9 | 7.1
COc1cc(OC)c(C2CC(=O)N3CN(c4ccccc4)CSC3=C2C#N)cc1OC (stereo not given) | 0.3 | -1.6 | 3.4 | -8.1 | 10.3 | 5.0 | 4.7 | 5.6 | -9.8
O=c1cc(CSc2ccc(Cl)cc2)nc(N2CCOCC2)[nH]1 | -19.7 | -0.1 | -2.6 | 4.5 | -3.2 | 6.3 | -0.9 | 1.7 | 2.6
CCN(CC)CCN1C(=O)C(=O)/C(=C(/O)c2c(C)[nH]c(C(=O)OC)c2C)C1c1ccc(OC)cc1 (stereo not given) | nt | 7.9 | 7.0 | 4.7 | -2.5 | nt | nt | 7.6 | -17.4
COc1cc(NC(=O)C2CCCC2)c(OC)cc1Cl | -3.7 | 2.8 | -1.9 | 5.6 | 1.4 | -3.4 | 3.5 | -1.7 | 23.1
CCOC(=O)Nc1cc(C(=O)OCC)c(C)nc1C | -2.4 | nt | 1.2 | 10.0 | nt | 11.3 | -7.5 | -0.5 | -8.4
CCN(Cc1ccccc1)C(c1ccccn1)c1nnnn1C(C)(C)CC (stereo not given) | 0.2 | -7.4 | 7.6 | 2.5 | -4.0 | -4.6 | 19.7 | 4.5 | -1.0
C=C(C)Cn1c(SCC(=O)O)nnc1-c1ccc(C(C)(C)C)cc1 | -0.4 | nt | 8.2 | 4.7 | nt | 11.0 | 5.8 | 4.6 | -9.8
Cc1nc(SCc2ccc(Br)cc2)[nH]c(=O)c1C | -0.1 | -1.7 | -1.8 | 3.6 | 1.5 | 2.1 | -1.9 | -1.4 | -20.6
O=C(c1ccccc1CCc1ccccc1)N1CCN(c2ccccn2)CC1 | 31.6 | 1.6 | -2.1 | 4.3 | 2.1 | 10.2 | 44.0 | 4.3 | -12.6
COc1ccc(OC)c(C2C(C#N)=C(N)Oc3c2c(C)nn3-c2cccc(Cl)c2)c1 (stereo not given) | 1.1 | 2.7 | -0.4 | 3.7 | -2.7 | -8.6 | 0.8 | 9.1 | 1.2
CC12CC(NC(=O)N1c1cccc(C(=O)N3CCN(c4ccccc4F)CC3)c1)c1ccccc1O2 (stereo not given) | 2.0 | nt | 2.5 | 6.5 | nt | 15.8 | 0.1 | 0.6 | 3.2
C#CCOc1ccc(Cl)cc1/C=N/O | 1.9 | 4.4 | 1.0 | -1.9 | -1.6 | 14.7 | -5.7 | 6.8 | -8.4
CC(=O)c1c(N2CCN(C(=O)c3ccco3)CC2)nc(=S)n(-c2ccccc2)c1C | 5.8 | 1.6 | 5.4 | 7.9 | 1.7 | -5.0 | 36.9 | 7.3 | -7.5
COc1ccccc1NC(=O)CSc1nc2nc(C)cc(C)c2c(=O)[nH]1 | 1.2 | 0.4 | 1.6 | -0.2 | 5.4 | 2.9 | 1.1 | 11.1 | 1.8
CC(C)n1c(CCC(=O)O)ccc1-c1ccccc1 | -0.8 | -0.6 | 5.1 | 6.8 | 5.8 | 17.0 | -3.7 | 7.6 | 11.5
CCn1c(SCC(=O)Nc2ccc(C(C)=O)cc2)nc2ccccc21 | -9.5 | 6.5 | 1.0 | 11.4 | -2.2 | 3.2 | 7.6 | 9.2 | 61.8*
O=C(c1ccco1)N1CCN(S(=O)(=O)c2cccc3nsnc23)CC1 | 1.7 | nt | 0.6 | 2.3 | nt | 11.0 | -11.8 | 0.3 | -10.0
CC(=O)c1ccc(OCC(O)CN2C(C)(C)CC(O)CC2(C)C)cc1 (stereo not given) | 1.9 | 4.6 | -2.3 | 3.9 | -2.1 | 19.6 | 6.2 | 4.9 | 2.3
CC1(C)Cc2noc(N)c2C(C)(C)N1O | 3.7 | 0.3 | 0.6 | -5.4 | 8.1 | 0.6 | 2.7 | 9.9 | 8.8
CC(C)CCN(C)C1CCN(S(=O)(=O)c2ccc(F)cc2)CC1 | 0.4 | 0.4 | -0.8 | 5.9 | 4.0 | 20.4 | 18.4 | -1.5 | 18.3
CC(C)C(NC(=O)c1cccs1)C(=O)NC1=NCCS1 (stereo not given) | -3.8 | -11.8 | -0.6 | -3.4 | -2.0 | 2.2 | -5.3 | -4.3 | -8.9
O=c1[nH]c(C2CCCN(S(=O)(=O)c3ccccc3)C2)nc2c1nnn2Cc1ccccc1F (stereo not given) | -5.7 | 6.3 | -1.0 | 11.8 | 6.5 | -0.7 | -1.6 | -2.9 | 26.3
Cc1ccc(C)n1-c1ccncc1 | 6.2 | 9.2 | -3.4 | 10.3 | -2.1 | 1.5 | -8.9 | 7.1 | 2.9
CCN1CCN(c2nc3c(c(=O)[nH]c(=O)n3C)n2CCSc2nc3ccccc3s2)CC1 | 3.7 | 3.2 | -3.2 | 7.0 | 1.0 | 19.3 | -4.5 | -1.4 | 16.6
Cc1cccc(C)c1NC(=O)c1ccc(-n2cnnn2)cc1 | -3.7 | 3.2 | 2.6 | 6.9 | 2.5 | 6.6 | 2.5 | 5.4 | 16.5
COCCn1c(N2CCN(c3ccc(OC)cc3)CC2)nc2c1c(=O)n(C)c(=O)n2C | -2.7 | -1.7 | -1.6 | 5.5 | -6.7 | -17.2 | 6.8 | -0.2 | 27.4
Cc1nc2c(-c3ccccc3)c(C)nn2c(C)c1CCC(=O)NCc1ccco1 | 4.9 | 8.2 | 5.5 | 5.6 | -4.0 | 15.3 | -7.4 | 9.0 | -2.4
CCCn1c(CNc2ccc(Br)cc2)nc2ccccc21 | 5.7 | 3.8 | 3.3 | 8.3 | 3.0 | 12.7 | 1.6 | 6.8 | -3.1
O=C(O)CC(NCc1ccco1)C(=O)OCCc1ccccc1 (stereo not given) | nt | -1.4 | -1.4 | -4.4 | -1.5 | nt | nt | -5.6 | -5.8
CC(C)OP(=O)(c1ccc(N(C)C)cc1)C(O)c1ccccc1F (stereo not given) | -7.8 | -1.3 | -0.3 | -0.3 | -4.4 | 4.5 | 5.4 | 6.8 | 1.0
Cc1cc2ncn(S(=O)(=O)N3CCCCC3)c2cc1C | -3.1 | 7.2 | 0.7 | 3.0 | 6.3 | 3.6 | -10.6 | 4.2 | 8.2
COc1ccc2[nH]c(=O)c(CNC3CCCCC3)cc2c1 | 7.5 | 3.3 | 1.6 | 1.6 | -3.5 | 8.2 | 17.6 | 10.9 | -3.7

2 successive records already listed, for reference:
SMILES | CatB mix inh | ROCK2 blocker | CatB inh | PKA inh | JNK3 inh | AP ELISA ortho | CatS block | E coli RNAP | RORA act
Cc1ccc(C)n1-c1ccncc1 | 6.2 | 9.2 | -3.4 | 10.3 | -2.1 | 1.5 | -8.9 | 7.1 | 2.9
CCN1CCN(c2nc3c(c(=O)[nH]c(=O)n3C)n2CCSc2nc3ccccc3s2)CC1 | 3.7 | 3.2 | -3.2 | 7.0 | 1.0 | 19.3 | -4.5 | -1.4 | 16.6

This is a subset; count on the stated rates, not on these rows.
